MBD2 inh: blocks human MBD2 binding to methylated DNA; 0.31% of 370,000 active; TR-FRET, MBD2 binding to methylated oligonucleotide; Q9UBB5; AID 686964; inhibition, % at 4.4 µM; in the data active = inhibition above about 13%
DDE Tn6 FP inh: disrupts Tn6 cyclic peptide binding to fibrin D-Dimer-E complex; inhibition, % at 8.3 µM; 0.21% of 370,000 active; P02675; Fibrin DD(E) TRITC-Tn6 fluorescence polarization displacement; AID 720509;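 active = inhibition above a per-campaign cutoff: mean of compounds within control limits plus 3 SD, cut at about 15% in these data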;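 note: 0% = median of all compound wells on the plate and 100% = blocking peptide control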
KLK7 zymogen act: proKLK7 (human) activation, primary screen; P49862; purified proKLK7, EDANS-DABCYL substrate fluorescence; 100% is mature enzyme control, 0% vehicle; activation, % at 7 µM; 0.9% of 370,000 active; AID 652039;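 active = activation above the mean of all tested compounds plus 3 SD, computed per campaign excluding outliers beyond control limits, cut at about 13% in these data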
UHRF1 MBD2 ctr: blocks human UHRF1 binding to methylated DNA. Q96T88. UHRF1 binding to methylated oligo, TR-FRET. inhibition, % at 4.4 µM. 0.75% of 370,000 active; in the data active = inhibition above about 21%;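 note: UHRF1 SRA domain binding a hemimethylated CpG hairpin DNA probe; 0% = median of test compound wells and 100% = reference inhibitor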
LEDGF integ inh: blocks HIV-1 LEDGF/p75-dependent DNA integration; AID 743269; TR-FRET IN-LEDGF/p75 DNA integration, Eu/Cy5; inhibition, % at 3.7 µM; 0.64% of 370,000 active;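 active = inhibition above the screen-wide mean plus 3 SD, cut at about 13% in these data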;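 note: signal is the Cy5 over europium emission ratio at 671 and 618 nm; 0% = plate median of compound wells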
Tn7 DDE FP: inhibitors of Tn7 peptide binding to human fibrin DD(E) | AID 720508 | inhibition, % at 8.3 µM | FP displacement of FITC-Tn7 peptide from fibrin DD(E); 0% = median of compound wells per plate | 0.13% of 370,000 active | P02675;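 active = inhibition above the mean of compounds falling within the control limits plus 3 SD of them, cut at about 14% in these data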;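 note: 0% = plate median of compound wells and 100% = 10 µM Aha-Tn7 peptide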
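Assay system: Human fibrin DD(E) protein | Medium: Tris buffer with calcium and detergent, pH 7.8 | Reagent: 0.1 µM fluorescent Tn7 | Compound dosing: Single point at 8.3 µM | Times: 10 min preincubation, 3 h with tracer, room temperature | Detection: Fluorescence polarization of the labelled Tn7 tracer | Controls: Aha-Tn7 high control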
TCR-CD3 inh: human TCR-CD3 binding inhibition; TAMRA-labeled TCR probe fluorescence, biochemical; 0.37% of 360,000 active; inhibition, % at 9.4 µM; AID 651800; in the data active = inhibition above about 19%;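 note: recombinant mutant TCR 2C K166C tagged with TAMRA read by polarization; 0% = receptor in buffer alone and 100% = receptor with positive control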
PRMT1 inh: inhibitors of human PRMT1; inhibition, % at 2.79 µM; AID 652257; recombinant PRMT1, activity-based probe fluorescence polarization; Q99873; 1.3% of 370,000 active;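 active = inhibition above about 21% made by adding two undisclosed values, limit read from the data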
SIAE primary: human SIAE inhibition, primary screen; 0.69% of 370,000 active; inhibition, % at 9.66 µM; SIAE FP-Rh probe binding, fluorescence polarization;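 active = inhibition above a cutoff: mean of compounds within the control limits plus 3 SD of those, cut at about 17% in these data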;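 note: 0% = plate median of compound wells and 100% = probe without SIAE protein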
Target sequence (Q9HAT2 whole entry, looked up): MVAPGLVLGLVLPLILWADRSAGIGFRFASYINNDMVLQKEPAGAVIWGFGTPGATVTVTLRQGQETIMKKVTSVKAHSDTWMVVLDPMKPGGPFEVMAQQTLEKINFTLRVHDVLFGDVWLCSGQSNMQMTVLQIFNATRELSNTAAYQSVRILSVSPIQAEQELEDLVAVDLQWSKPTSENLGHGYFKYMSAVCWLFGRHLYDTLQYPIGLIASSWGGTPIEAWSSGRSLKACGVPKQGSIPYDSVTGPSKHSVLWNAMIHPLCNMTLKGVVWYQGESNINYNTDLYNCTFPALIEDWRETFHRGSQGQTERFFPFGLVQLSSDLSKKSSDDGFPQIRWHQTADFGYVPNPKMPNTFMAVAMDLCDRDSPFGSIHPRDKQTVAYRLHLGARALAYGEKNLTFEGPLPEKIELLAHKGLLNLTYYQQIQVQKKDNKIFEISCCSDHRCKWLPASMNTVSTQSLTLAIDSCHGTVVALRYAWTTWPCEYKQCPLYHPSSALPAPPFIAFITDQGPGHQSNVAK
TDP2 inh: TDP2 (human) inhibition, absorbance primary screen | O95551 | recombinant TDP2, T5PNP hydrolysis, p-nitrophenol absorbance 415 nm | inhibition, % at 12.8 µM | 0.34% of 370,000 active | AID 720702;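 active = inhibition above the mean of all tested compounds plus 3 SD, set per campaign, cut at about 25% in these data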;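 note: 0% = DMSO with enzyme and 100% = buffer with substrate but no TDP2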
Target sequence (O95551 whole entry, looked up): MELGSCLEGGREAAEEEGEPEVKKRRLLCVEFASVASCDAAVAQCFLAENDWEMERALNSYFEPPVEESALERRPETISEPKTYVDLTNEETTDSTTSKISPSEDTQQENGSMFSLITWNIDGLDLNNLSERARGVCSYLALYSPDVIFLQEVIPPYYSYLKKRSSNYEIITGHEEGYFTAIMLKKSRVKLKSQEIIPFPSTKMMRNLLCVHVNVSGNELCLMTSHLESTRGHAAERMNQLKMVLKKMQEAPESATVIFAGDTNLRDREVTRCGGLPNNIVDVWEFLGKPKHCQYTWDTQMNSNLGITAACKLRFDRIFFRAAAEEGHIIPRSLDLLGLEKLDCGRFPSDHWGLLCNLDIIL
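Assay system: Recombinant human TDP2 | Quantity: 120 nM TDP2 per well | Incubation: 2 h at 37 °C | Signal: Epi absorbance | Evaluation: Percent inhibition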
Active calls of the source: *; x = not tested or not shown. Not a hit list. About 4.6% of those tested had a hit in this group.

SMILES	MBD2 inh	DDE Tn6 FP inh	KLK7 zymogen act	UHRF1 MBD2 ctr	LEDGF integ inh	Tn7 DDE FP	TCR-CD3 inh	PRMT1 inh	SIAE primary	TDP2 inh
COc1ccccc1NC(=O)Oc1ccc(C(C)=O)cc1	0	-1	-0.7	1	0	3	-10	-1	0	1
Cc1cc2ccccc2n1CCNC(=O)C(C)Oc1ccccc1 (stereo not given)	1	12	0.5	-4	3	-3	12	2	2	-9
COc1cccc(NC(=O)c2cc3ccccc3oc2=O)c1	1	-1	0.0	5	5	2	-6	-3	-2	-4
CCCN(CCC)C(=O)Nc1ccc(F)cc1F	2	-1	-0.4	-1	-2	-6	6	1	-1	11
CC(c1ccccc1)N1C(=O)/C(=C/c2ccncc2)SC1=S (stereo not given)	-6	-5	0.0	0	0	-2	-9	1	-4	-13
O=C1c2cccc3c(Nc4ccccc4Cl)c([N+](=O)[O-])cc(c23)C(=O)N1CCO	-6	-3	0.0	-3	-3	-7	8	-3	9	7
O=C(NC(=S)NC1C2CC3CC(C2)CC1C3)c1ccccc1 (stereo not given)	-4	-9	-0.3	2	-2	-1	5	0	-6	2
COCCCNC(=O)CCc1c(C)c2cc3c(C)coc3cc2oc1=O	13*	-2	8.7	-1	1	-3	5	0	0	-2
CCCNC(=O)Nc1ccc2c(c1)OC[C@H](C)N(C(=O)C1CCCCC1)C[C@@H](C)[C@H](OC)CN(C)C2=O	5	4	0.1	15	3	-6	2	-5	3	2
O=C(Cc1ccccc1)NCC(=O)OCc1ccc([N+](=O)[O-])cc1	5	-1	0.3	-1	1	0	0	1	-2	1
COc1ccc(OC)c(CN2CCN(C(=O)CNC(=O)c3cc(C)cc(C)c3)CC2)c1	-1	0	-0.1	-1	2	-2	-7	-5	22*	-13
COc1cccc2cc(-c3ccnc(N)n3)oc12	5	7	4.8	-5	1	4	-5	1	-2	-9
O=C1c2ccccc2-c2cccnc21	16*	-1	0.1	-11	2	-3	-3	-2	7	-13
CC(C)Oc1ccc(C(CC(=O)O)NC(=O)c2cccs2)cc1 (stereo not given)	-2	-3	0.3	1	-2	-2	2	1	5	9
CCN(CC(=O)Nc1ccc(NC(C)=O)cc1)C(=O)c1cccc(Oc2ccccc2)c1	-2	-4	0.4	3	-3	-3	2	2	5	-15
Clc1ccccc1CNc1nc2ccccc2n2cnnc12	0	-6	0.3	-1	5	1	5	-4	-3	4
O=C(O)C1CCCCC1C(=O)NCc1ccncc1 (stereo not given)	0	-1	0.1	-1	1	-2	-4	0	1	16
Cc1ccc(CC2(OCCN(C)C)CCC(C(C)(C)C)CC2)cc1 (stereo not given)	0	4	0.2	0	1	10	0	-2	1	-19
Cc1cc(-c2ccccc2)c2c3c(cn2n1)c(=O)n(C)c(=O)n3C	5	-5	0.0	2	-3	3	-7	2	0	-4
O=C(Nc1ccc(NC(=O)C23CC4CC(CC(C4)C2)C3)cc1)c1cc(F)c(F)cc1Cl	2	0	-0.2	-2	0	3	0	2	2	-5
Cc1nn(CC(=O)N2c3ccccc3NC(=O)C2(C)C)c(C)c1[N+](=O)[O-]	1	0	-0.7	3	-3	7	3	4	-6	-8
COC(=O)c1cc(-c2ccc(OC)c(OC)c2)n[nH]1	-1	0	-0.6	-1	1	7	7	2	-3	-5
Cc1cc(NC(=O)COc2ccc(C)c(C)c2)no1	1	-3	-0.1	2	2	3	8	2	6	11
CC(OC(=O)C1=Cc2ccccc2OC1)C(=O)NC(C)(C)C (stereo not given)	-4	3	0.2	-1	2	-4	7	0	0	7
COc1ccc(N2C(=O)CC(N3CCN(c4ccc(S(C)(=O)=O)cc4)CC3)C2=O)cc1 (stereo not given)	0	3	0.3	-65	0	1	4	4	3	-4
CC1(C(=O)Nc2cccc3cccnc23)CCN1Cc1ccc(-c2ccccc2)o1 (stereo not given)	0	14	-1.9	-1	0	-2	11	19	8	-8
COCCn1c(SCC(=O)N2CCCC2)nnc1-c1ccco1	12	-11	-0.9	4	-4	2	3	3	2	-2
Cc1nn(-c2ccccc2)c2sc(C(=O)N3CCN(Cc4ccc(F)cc4)CC3)cc12	6	-1	-0.3	0	-1	5	x	4	-12	2
O=C(c1ccc2nc[nH]c2c1)N1CCN(c2cccc(Cl)c2)CC1	7	-7	0.5	-1	-2	2	-3	3	6	10
N#Cc1c(Cl)cccc1N1CCC(C(N)=O)CC1	3	-2	0.4	3	-1	6	6	-3	-3	-4

Molecules listed so far with a Cl atom:
SMILES	MBD2 inh	DDE Tn6 FP inh	KLK7 zymogen act	UHRF1 MBD2 ctr	LEDGF integ inh	Tn7 DDE FP	TCR-CD3 inh	PRMT1 inh	SIAE primary	TDP2 inh
O=C1c2cccc3c(Nc4ccccc4Cl)c([N+](=O)[O-])cc(c23)C(=O)N1CCO	-6	-3	0.0	-3	-3	-7	8	-3	9	7
Clc1ccccc1CNc1nc2ccccc2n2cnnc12	0	-6	0.3	-1	5	1	5	-4	-3	4
O=C(Nc1ccc(NC(=O)C23CC4CC(CC(C4)C2)C3)cc1)c1cc(F)c(F)cc1Cl	2	0	-0.2	-2	0	3	0	2	2	-5
O=C(c1ccc2nc[nH]c2c1)N1CCN(c2cccc(Cl)c2)CC1	7	-7	0.5	-1	-2	2	-3	3	6	10
N#Cc1c(Cl)cccc1N1CCC(C(N)=O)CC1	3	-2	0.4	3	-1	6	6	-3	-3	-4

The list continues.
SMILES	MBD2 inh	DDE Tn6 FP inh	KLK7 zymogen act	UHRF1 MBD2 ctr	LEDGF integ inh	Tn7 DDE FP	TCR-CD3 inh	PRMT1 inh	SIAE primary	TDP2 inh
COc1ccc2c(c1)CN1C(=O)N(Cc3ccc(F)cc3)S(=O)(=O)CC21 (stereo not given)	-1	3	0.5	-1	0	-2	x	-4	2	5
O=C(Nc1nc(-c2ccccc2)cs1)C1CCCCN1S(=O)(=O)c1ccccc1 (stereo not given)	0	2	0.0	3	-3	4	3	-1	-12	7
Cc1ccc(C)c(NC(=O)c2cc(-c3cc(C)cc(C)c3O)n[nH]2)c1	4	-1	0.0	-4	-4	0	-3	1	12	6
CN(CCc1ccccc1)C(=O)c1ccc(NC(=O)Cc2ccc(NC(=O)C3CCCN(C(=O)c4ccccc4)C3)cc2)cc1 (stereo not given)	0	-8	1.3	0	2	-1	5	2	-7	-14
Cc1cc(C)c(-c2csc(NC(=O)c3cc([N+](=O)[O-])ccc3N3CCOCC3)n2)c(C)c1	-2	-3	0.9	-2	1	-10	2	-5	10	5
COc1ccc(-c2nc(NC(=O)Cn3ccc(C(F)(F)F)n3)sc2C)cc1	-1	-1	0.1	1	-4	-5	6	3	-3	-3
Cc1ccc(C(=O)OC2CCN(c3ccc([N+](=O)[O-])cc3)CC2)cc1	-9	4	0.3	-3	-3	6	11	-1	5	-4
CNC(=O)/C(=C\c1ccco1)NC(=O)c1ccco1	-5	3	1.0	-3	4	2	-1	5	10	-6
CC1=C(C(=O)Nc2ccccc2C)C(c2ccc(C)o2)n2c(s/c(=C/c3ccccc3)c2=O)=N1 (stereo not given)	-2	12	-3.1	-3	0	0	4	10	-13	1
O=C(O)c1cc(Cl)c(Cl)cc1C(=O)Nc1cccnc1	5	-1	-0.4	4	-3	-9	1	12	-3	-10
CCS(=O)(=O)Nc1cc(-c2nc3cccnc3s2)ccc1C	3	-3	-3.4	-4	-3	6	-4	1	-1	8
CC(C)Oc1ccc(F)cc1-c1cc(C(=O)NCc2cccs2)[nH]n1	-5	-2	0.1	-3	1	-6	5	2	-6	-5
CC(=O)N1N=C(c2cccc(Cl)c2)OC1c1cccc([N+](=O)[O-])c1 (stereo not given)	-6	-1	0.2	6	1	5	-4	2	-6	-5
O=C(Nc1sc2c(c1C(=O)O)CCCCC2)c1ccccc1	4	-4	2.1	2	-3	0	0	10	-1	2
Cc1sc(N)nc1-c1cccs1	8	-4	0.1	0	1	4	-1	-2	15	-1
Cc1cc(S(=O)(=O)c2cc3ccc(O)c(C)c3oc2=O)ccc1F	-1	5	23*	8	-4	4	1	1	-3	8
CCOc1ccc(NC(=O)N(C2CCCCC2)C(C)c2ccncc2)cc1 (stereo not given)	3	7	-0.1	2	-2	-7	-2	1	2	-8
COc1ccccc1NC(=O)C1=C(C)NC(SCC(=O)Nc2ccc(C(=O)O)cc2)=C(C#N)C1c1cccs1 (stereo not given)	0	6	1.1	0	0	-6	1	-3	-9	-4
Cc1cc(C(C)(C)C)cc(C)c1COC(=O)CN1C(=O)NC2(CCCC2)C1=O	-5	-9	-0.7	-4	-2	3	5	-2	0	-14
Nc1nonc1-n1nnc(C(=O)N/N=C/c2cc(Br)ccc2O)c1CNc1ccccc1	0	3	-4.4	1	-7	2	11	4	4	-11
OCC[C@@H]1C[C@@H](O)[C@H](O)[C@@]2(CCc3ccccc3CO2)O1	-3	3	0.1	1	-2	0	1	1	6	8
CCc1nc2c(OCC(=O)c3ccc(F)cc3)cccn2c1N(C)C(=O)c1ccc(OC)cc1	5	1	0.5	-1	0	4	-6	1	14	-4
S=C(NN=C(C1CC1)C1CC1)Nc1ccccc1	1	-4	-0.5	1	0	-11	-1	1	0	-9
O=C(Nc1cccc(Oc2c(F)c(F)c(F)c(F)c2F)c1)N1C[C@@H]2C[C@@H](C1)c1cccc(=O)n1C2	0	-11	0.6	-1	-1	2	4	-3	0	6

In another format: results already given
COc1ccccc1NC(=O)C1=C(C)NC(SCC(=O)Nc2ccc(C(=O)O)cc2)=C(C#N)C1c1cccs1 (stereo not given)
  MBD2 inh: 0 | DDE Tn6 FP inh: 6 | KLK7 zymogen act: 1.1 | UHRF1 MBD2 ctr: 0 | LEDGF integ inh: 0 | Tn7 DDE FP: -6 | TCR-CD3 inh: 1 | PRMT1 inh: -3 | SIAE primary: -9 | TDP2 inh: -4

Cc1cc(C(C)(C)C)cc(C)c1COC(=O)CN1C(=O)NC2(CCCC2)C1=O
  MBD2 inh: -5 | DDE Tn6 FP inh: -9 | KLK7 zymogen act: -0.7 | UHRF1 MBD2 ctr: -4 | LEDGF integ inh: -2 | Tn7 DDE FP: 3 | TCR-CD3 inh: 5 | PRMT1 inh: -2 | SIAE primary: 0 | TDP2 inh: -14

Nc1nonc1-n1nnc(C(=O)N/N=C/c2cc(Br)ccc2O)c1CNc1ccccc1
  MBD2 inh: 0 | DDE Tn6 FP inh: 3 | KLK7 zymogen act: -4.4 | UHRF1 MBD2 ctr: 1 | LEDGF integ inh: -7 | Tn7 DDE FP: 2 | TCR-CD3 inh: 11 | PRMT1 inh: 4 | SIAE primary: 4 | TDP2 inh: -11

OCC[C@@H]1C[C@@H](O)[C@H](O)[C@@]2(CCc3ccccc3CO2)O1
  MBD2 inh: -3 | DDE Tn6 FP inh: 3 | KLK7 zymogen act: 0.1 | UHRF1 MBD2 ctr: 1 | LEDGF integ inh: -2 | Tn7 DDE FP: 0 | TCR-CD3 inh: 1 | PRMT1 inh: 1 | SIAE primary: 6 | TDP2 inh: 8
